Screening data: PubChem, Southern Research Specialized Biocontainment Screening Center
M. tuberculosis: growth inhibition of non-replicating M. tuberculosis (AID 488890). Mycobacterium tuberculosis non-replicating, growth inhibition; higher % means a stronger effect. inhibition, % at 25 µM, or IC50 in µM where a hit was titrated. 0.39% of 320,000 active; in the data active = a potency from the dose series; inconclusive = inhibition mostly from about 82% at the one dose, without a potency; inactive = the rest, 99 in 100 with inhibition below about 76%;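 note: plate controls were DMSO cells for no effect and high antibiotic wells for full effect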
Salmonella PhoP GFP: Inhibition of PhoP regulon, Salmonella typhi GFP reporter cells, confirmation, 4 h (AID 1850); Salmonella Typhi PhoP-promoter GFP reporter, fluorescence, 4 h; higher % means a stronger effect; one-dose inhibition, % at 50 µM; IC50 in µM for titrated hits; 0.33% of 310,000 active; in the data active = a potency from the dose series; inconclusive = inhibition mostly from about 25% at the one dose, without a potency; inactive = the rest, 99 in 100 with inhibition below about 19%;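 note: 0% = induced wells with vehicle and 100% = uninduced wells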
inhibitors of VEEV: inhibitors of VEEV TC-83 cytopathic effect, confirmation, Vero cells (AID 588727) | inhibition, % at 20 µM, or IC50 in µM where a hit was titrated | 0.13% of 350,000 active | Vero cells, VEEV TC-83 cytopathic effect inhibition; higher % means a stronger effect; in the data active = a potency from the dose series; inconclusive = inhibition mostly from about 14% at the one dose, without a potency; inactive = the rest, 99 in 100 with inhibition below about 12%; note: strong numbers were not always called active
influenza NS1A: H1N1 influenza NS1A inhibitors, functional cell based assay (AID 504329) | NS1A functional cell-based assay, percent inhibition; higher % means a stronger effect | 0.3% of 340,000 active | inhibition, % at 12.5 µM; hits with a dose series show IC50 in µM; in the data active = a potency from the dose series; inconclusive = inhibition above about 27% without an active follow-up result; note: strong numbers were not always called active
M. tuberculosis HTS: M. tuberculosis growth inhibition, HTS (AID 449762) | M. tuberculosis H37Rv growth inhibition, 7H9 media; higher % means a stronger effect | inhibition, % at 25 µM, or IC50 in µM where a hit was titrated | 0.59% of 330,000 active; in the data active = a potency from the dose series; inconclusive = inhibition above about 70% without an active follow-up result;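 note: bacterial growth assessed after seven days of incubation; strong numbers were not always called active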
inhibitors of VEEV 10K pilot screen: second read-out of inhibitors of VEEV, no call of its own (marks repeat the call); inhibition, %; measured here: 10K pilot screen inhibition
The depositor's hits bear a star; i = inactive; ? = inconclusive; . = no result given. Random draw from the library, and some 1.5% of all compounds hit somewhere here.

SMILES | M. tuberculosis | Salmonella PhoP GFP | inhibitors of VEEV | influenza NS1A | M. tuberculosis HTS | others
Cc1cc2n(n1)C(c1sccc1C)Nc1ccccc1-2 (stereo not drawn) | -5% | 7% | 0.3% | -7% | -1%
O=C1C2C3C=CC(O3)C2C(=O)N1CC(O)c1ccccc1 (stereo not drawn) | 5% | -19% | i | -12% | 0%
CN1/C(=C\C(=O)COc2ccc3c(c2)OCO3)C(C)(C)c2ccccc21 | 43% | -2% | 8.2% | 9% | 11%
O=C(N/N=C1\C2CN3CCN(C2)CC1(c1ccccc1)C3)Nc1ccccc1 | -4% | 6% | 3.2% | 4% | -10%
CCc1ccc(CNC(=O)CCc2cn(C)c3ccccc23)cc1 | 1% | -6% | 0.3% | 1% | -4%
CCCN=C1NC(=O)C(CC(=O)NCCc2ccccc2)S1 (stereo not drawn) | 42% | 3% | 0.7% | 5% | -4%
COc1ccc(/C=C(/NC(=O)c2ccc(C)cc2)c2nc3ccccc3[nH]2)cc1OC | 8% | 7% | 9.8% | 0% | -5%
Cc1ccc(C(=O)Nc2cccc(-c3ccc(N4CCOCC4)nn3)c2)cc1C | -5% | -1% | 6.6% | -1% | 14%
COc1ccc(OC)c(Nc2nc(-c3cccc([N+](=O)[O-])c3)nc3ccccc23)c1 | -5% | 1% | 7.9% | -5% | -7%
COc1cccc(/C=N/NC(=O)CN2C(=O)NC3NC(=O)NC32)c1 (stereo not drawn) | -17% | 4% | 0.2% | -4% | -2% | inhibitors of VEEV 10K pilot screen=1.5
COC(=O)c1cc(C(=O)N(Cc2ccccc2)c2ccccn2)cc([N+](=O)[O-])c1 | 3% | 11% | 0.0% | -5% | 5%
CCOc1ccc(CCNC(=O)c2cc3ccccn3n2)cc1OCC | 11% | -2% | i | 7% | -3%
COCCn1c(SCC(=O)Nc2cc(C)on2)nnc1-c1ccccc1 | -2% | -5% | 0.2% | 1% | -12%
Cc1cc(/C=C(\C#N)C(=O)O)c(C)n1CCC(C)C | 6% | 2% | i | -4% | -2%
CC(=O)Nc1cccc(NC(C)=C(C#N)C#N)c1 | -13% | -1% | 1.2% | -1% | -2%
O=C(COC(=O)c1ccc2ccccc2n1)NCc1ccccc1 | 49% | -11% | 0.8% | 0% | -2%
O=C(NCC(=O)N(Cc1ccccc1)C(C(=O)NC1CCCC1)c1cccnc1)c1ccco1 (stereo not drawn) | 3% | -11% | 2.5% | -34% | 0%
O=C(CSc1nnc(CNC(=O)c2ccccc2F)o1)NCCc1ccccc1 | ? | 2% | 0.2% | 0% | 30% | inhibitors of VEEV 10K pilot screen=0.8
COc1cc(OC)cc(C(=O)N[C@H](C(=O)Nc2ccc(F)cc2F)C(C)C)c1 | 1% | -6% | 1.6% | 1% | 0%
CCCn1nnnc1NCc1c(F)cccc1Cl | -11% | -8% | 0.3% | 7% | 5%
COCc1nnc(NC(=O)C(C)C)s1 | 11% | -8% | 2.6% | 3% | -5%
O=C1NC(=S)NC1=Cc1ccccc1O | . | . | 2.6% | -21% | .
N/C(=N\OC(=O)c1ccc(Br)cc1)c1ccncc1 | 45% | 5% | 0.8% | -2% | 0%
CCCCNC(=O)CSc1nc2ccccc2n1S(=O)(=O)c1ccc(Br)cc1 | 62% | -3% | 1.7% | 0% | -4%
CCN(CC)Cc1c(C(=O)OC)nnn1-c1nonc1N | 0% | 11% | 0.2% | -5% | 5%
O=C(Cn1ncc2c(=O)oc3ccccc3c21)N1CCCN(Cc2ccccc2F)C1 | -14% | 8% | 0.2% | 2% | -10%
CCC(c1nnnn1C(C)(C)CC)N(CCCO)Cc1cc2cc(C)cc(C)c2[nH]c1=O (stereo not drawn) | . | . | 9.6% | -1% | .
COc1ccc2[nH]c(C)c(-c3csc(N)n3)c2c1 | 37% | 3% | 3.5% | -24% | 3%
CN(C(=O)COC(=O)c1cc(-c2ccco2)nc2ccccc12)C1CCS(=O)(=O)C1 (stereo not drawn) | 62% | -2% | 1.3% | 17% | 0%
CC(C)(C)NC(=O)C(c1ccc(F)cc1)N(Cc1ccccc1Cl)C(=O)c1ccn[nH]1 (stereo not drawn) | 29% | -14% | 9.1% | -6% | -1%
COc1ccc(OC)c(/C=N/NC(=O)c2ccc(N(C)S(=O)(=O)c3ccccc3)cc2)c1 | 29% | -8% | 1.8% | -2% | 9%
CC(Oc1cc2oc(=O)c3c(c2cc1Cl)CCC3)C(=O)NCCCN1CCOCC1 (stereo not drawn) | -3% | 6% | 1.5% | 3% | 1%
CCc1ccc(NC(=O)C(=S)NC2CCCCC2)cc1 | -18% | -9% | 0.1% | -2% | 5%
COCCNC(=O)C1CCC(CNS(=O)(=O)c2ccc3c(c2)CC(C)N3C(=O)C2CC2)CC1 (stereo not drawn) | -5% | 3% | 1.6% | 5% | -11%
CC(=O)c1cc(F)c(N2CCN(C(=O)Cc3ccccc3)CC2)cc1C | 9% | -6% | 0.6% | -5% | -7%
Cc1ccc(NC(=O)CCNC(=O)c2ccc([N+](=O)[O-])cc2)cc1C | 65% | 6% | i | -3% | 55%
C=C(C)Cc1c(C)c(C#N)c2nc3ccccc3n2c1NCCCN(C)C | -3% | -4% | 1.8% | . | -4%
Cc1ccc(CC(=O)N2CCN(c3ccc([N+](=O)[O-])cc3)CC2)cc1 | i | 0% | i | 1% | 8%
CC(C)N(NC(=O)c1cccc2ccccc12)C(C)C | -9% | 7% | i | -12% | -1%
CCN1CCN(C(=O)Nc2ccc(Cc3ccc(NC(=O)N4CCN(CC)CC4)cc3)cc2)CC1 | 27% | 13% | 0.1% | 9% | 7%

Pulled by structure from the entries so far, 2 records:
SMILES | M. tuberculosis | Salmonella PhoP GFP | inhibitors of VEEV | influenza NS1A | M. tuberculosis HTS | others
COCCNC(=O)C1CCC(CNS(=O)(=O)c2ccc3c(c2)CC(C)N3C(=O)C2CC2)CC1 (stereo not drawn) | -5% | 3% | 1.6% | 5% | -11%
COc1ccc(OC)c(/C=N/NC(=O)c2ccc(N(C)S(=O)(=O)c3ccccc3)cc2)c1 | 29% | -8% | 1.8% | -2% | 9%

More compounds follow.
SMILES | M. tuberculosis | Salmonella PhoP GFP | inhibitors of VEEV | influenza NS1A | M. tuberculosis HTS | others
NC(=O)c1ccc(NC(=O)COC(=O)/C=C/c2cn(-c3ccccc3)nc2-c2cccnc2)cc1 | -6% | -6% | i | 2% | 15%
CC(C)N1C(=O)C2C(C(=O)NC3CCCCC3)C3C=CC2(O3)C1C(=O)NC1CCCCC1 (stereo not drawn) | -10% | -4% | 0.4% | 4% | -9% | inhibitors of VEEV 10K pilot screen=0.5
C=CCOc1nc2c(c(=O)n(C)c(=O)n2C)n1Cc1ccccc1Cl | 42% | -2% | 6.6% | -2% | 0%
CC1(C)CC2(CCO1)OC(=O)CC2C(=O)NCc1ccccc1 (stereo not drawn) | -6% | 2% | 5.7% | -2% | -4%
COc1ccc(-c2nnc(SCC(C)C)o2)cc1 | 0.9µM* | 5% | 2.6% | -21% | 5%
CN(C)c1ccc(C=NCC2(O)CCOC(C)(C)C2)cc1 (stereo not drawn) | 15% | 8% | 0.4% | 16% | -5%
CCN(CC)S(=O)(=O)c1cc(OC)c(Cl)cc1OC | 4% | 2% | i | -2% | 3%
O=C(CCc1ccc(S(=O)(=O)NC2CCCCC2)cc1)Nc1ccccc1 | -5% | 6% | 1.8% | -11% | -3%
CC(=O)Nc1ccc(NC(=O)CSc2nnnn2-c2ccccc2F)cc1 | -5% | -3% | 0.5% | 6% | -3%
Cc1cccc(NC(=O)c2cc(-c3c(C)cc(C)cc3O)n[nH]2)c1 | -11% | -11% | 1.2% | 1% | 4%
O=C(Nc1ccc2nc3n(c(=O)c2c1)CCCCC3)C(=O)N1CCN(c2ccccc2F)CC1 | 3% | -11% | i | -10% | 0%
O=C1OC(c2ccc(O)cc2)(c2ccccc2O)c2ccccc21 (stereo not drawn) | . | . | 2.1% | -12% | .
c1ccc(-c2c[nH]c3[n+]2CCCCC3)cc1 | 2% | -5% | 0.7% | -8% | -3%
CCOc1ccc(C(=O)Nc2ncn[nH]2)cc1 | -4% | -4% | 0.4% | -3% | 3%
CCC(CC)N1CCN(C(=O)c2cccc(Cl)c2)CC1 | -4% | 0% | 1.5% | -4% | 4%
CCN(CC)S(=O)(=O)c1ccc(N2CCOCC2)c(NC(=O)c2cc3ccccc3oc2=O)c1 | 0% | -4% | 9.5% | 8% | 15%
CC(NC(=O)c1ccc(CS(=O)(=O)c2ccc(Cl)cc2)o1)c1ccc2c(c1)OCCO2 (stereo not drawn) | 21% | -1% | i | -4% | 3%
CN1CCN(c2ccc([N+](=O)[O-])c3cccnc23)CC1 | 0% | 6% | i | 11% | -6%
Cc1ccc(S(=O)(=O)N2CCN(C(=O)c3c(-c4ccccc4)noc3C)CC2)cc1C | . | 13% | i | -3% | -6%
Cc1ccc(S(=O)(=O)CCC(=O)OC(C)C(=O)Nc2ccc(N3CCOCC3)cc2)cc1 (stereo not drawn) | -3% | . | 0.7% | -6% | -6%

Brought forward from above: 4 entries, followed by the next part.
SMILES | M. tuberculosis | Salmonella PhoP GFP | inhibitors of VEEV | influenza NS1A | M. tuberculosis HTS | others
CC(NC(=O)c1ccc(CS(=O)(=O)c2ccc(Cl)cc2)o1)c1ccc2c(c1)OCCO2 (stereo not drawn) | 21% | -1% | i | -4% | 3%
CN1CCN(c2ccc([N+](=O)[O-])c3cccnc23)CC1 | 0% | 6% | i | 11% | -6%
Cc1ccc(S(=O)(=O)N2CCN(C(=O)c3c(-c4ccccc4)noc3C)CC2)cc1C | . | 13% | i | -3% | -6%
Cc1ccc(S(=O)(=O)CCC(=O)OC(C)C(=O)Nc2ccc(N3CCOCC3)cc2)cc1 (stereo not drawn) | -3% | . | 0.7% | -6% | -6%
CSc1cccc(NS(=O)(=O)c2ccc(C(C)=O)cc2)c1 | 0% | 1% | 0.0% | -5% | 5%
COc1c2ccoc2c(OCC=C(C)C)c2oc(=O)ccc12 | 23% | 1% | 11% | -20% | 55%
O=C(c1ccco1)N1CCN(C(=O)c2ccccc2OCc2ccccc2)CC1 | 12% | . | i | 2% | 8%
Cc1cc(C)nc(NC(=O)c2cccc([N+](=O)[O-])c2)c1 | 20% | -3% | 0.6% | 0% | 10%
CCOc1ccc(N2C(=O)C(=O)/C(=C(/O)c3ccccc3)C2c2ccccc2[N+](=O)[O-])cc1 (stereo not drawn) | 69% | -3% | i | -4% | 31%
Cc1cccc(N2CCN(C(=O)CCn3c(=O)[nH]c4ccsc4c3=O)CC2C)c1 (stereo not drawn) | -11% | -1% | 9.3% | 14% | 8%
COc1cccc(OC)c1Nc1nc(C)nc2c1nnn2Cc1ccccc1Cl | -1% | -10% | 4.9% | 5% | 8%
COc1cc(NC(=O)CCc2ccccc2)c(C(=O)O)cc1OC | -2% | 0% | 4.8% | 20% | 4%
O=C1c2ccccc2S(=O)(=O)c2cc(N3CCOCC3)ccc21 | 7% | -13% | 9.4% | -11% | 25%
N#Cc1ccc(Nc2ccccc2)c(N)c1 | 12% | 5% | 4.7% | 2% | 14%
Cc1ccc2nc(Cl)cc(=O)n2c1 | . | . | 1.3% | -9% | .
O=C(CNC(=O)c1ccc(Br)o1)NCc1ccc(F)cc1 | 23% | -9% | 0.7% | -6% | 2%
OC(c1cccc(Cl)c1)(c1cccc(Cl)c1)C1CN2CCC1CC2 (stereo not drawn) | 69% | 13% | i | 6% | ?
CCN(CC)S(=O)(=O)c1cccc(C(=O)N/N=C2\CC(=O)CC(C)(C)C2)c1 | 8% | 1% | 1.3% | 5% | -2%
CC(C)(CN1CCN(Cc2ccccc2)CC1)NS(=O)(=O)c1ccccc1 | 0% | 13% | 0.4% | 1% | -10%
Cc1ccc(-c2cc(C(=O)NCC3CCCO3)c3ccccc3n2)cc1C (stereo not drawn) | 9% | 10% | 0.1% | -4% | 8%
COc1ccccc1N1CCN(C(=O)c2oc3c(c2C)C(=O)CC(C)(C)C3)CC1 | -1% | 4% | 9.8% | -4% | 2%
CCOc1cc(C2NC(=O)c3ccccc3O2)ccc1OC(C)C (stereo not drawn) | -9% | 4% | i | -2% | 6%
CCN1CCN(CC(=O)Nc2cc(S(=O)(=O)N3CCCCC3)ccc2Cl)CC1 | 2% | . | 1.1% | -2% | 1%
CCOc1cccc(CNCCO)c1OCc1ccc(Cl)cc1Cl | 43% | -3% | i | 2% | 11%
CCN1C(=NCC(C)C)N[C@@H](CCc2ccccc2)[C@H](C(=O)NCC(C)C)[C@H]1C | 16% | -29% | 0.3% | -4% | 2%
CC(C)(C)c1ccc(/C=C2\Oc3c(ccc(O)c3CN3CCN(CCO)CC3)C2=O)cc1 | 54% | 2% | 0.7% | 10% | 7%
CC(=O)c1sc(NCc2ccc(C)cc2)nc1C | 22% | 9% | 1.6% | 1% | 12%
